# Abeta yeast res: compounds reversing amyloid beta toxicity in yeast. 410,000 compounds, 0.063% hits. yeast expressing A-beta42, growth rescue, OD600, 48 h; response scale: 0% DMSO, 100% iron-clioquinol control. Potency, µM (series often up to 46.1 µM), for the others: top-dose growth rescue, most hits filed as activators; also: potency is read from the fitted curve at half-maximal effect; nearly all actives have a fitted effect of over 55% in size
#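 Growth rescue measured by 600 nm absorbance after 48 h yeast culture at 30 C with compound. Values normalized between DMSO and an equimolar ferric chloride plus clioquinol control.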
# D3 antag: D3 dopamine receptor (human) antagonism; P35462; D3R cells, DiscoveRx beta-arrestin luminescence, antagonist mode; stronger effect = lower value; max response, negative = inhibition, %; 360,000 compounds, 2.5% hits; AID 652054; in the data active = max response below about -50%; inconclusive = no clear call, values can overlap the other calls; also: % is scaled to controls: 0 for no effect and ±100 for the full control effect; mostly tested at two doses, the higher about 12 µM
# Target sequence (P35462 whole entry, looked up): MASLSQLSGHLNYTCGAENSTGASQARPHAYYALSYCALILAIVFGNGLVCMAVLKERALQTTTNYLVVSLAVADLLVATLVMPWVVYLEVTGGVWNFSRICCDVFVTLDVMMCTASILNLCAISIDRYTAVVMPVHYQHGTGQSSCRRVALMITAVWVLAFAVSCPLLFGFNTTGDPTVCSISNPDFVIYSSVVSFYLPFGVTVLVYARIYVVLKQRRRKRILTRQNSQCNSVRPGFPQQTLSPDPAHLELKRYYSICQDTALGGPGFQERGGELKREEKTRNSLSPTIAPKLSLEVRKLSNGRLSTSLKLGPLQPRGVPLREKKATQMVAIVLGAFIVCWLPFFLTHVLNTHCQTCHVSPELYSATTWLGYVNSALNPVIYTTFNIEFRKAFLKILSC
#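 Cells plated overnight at 1500 cells/well, then exposed to library compounds with dopamine controls for 90 minutes at 37 degrees C. DiscoveRx reagent added for 30–60 minutes at room temperature; luminescence read, quantitative HTS format.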
# Akt phos inh: Akt phosphorylation inhibition. Neuro2A IGF-stimulated pAkt S473 HTRF, 20 min; stronger effect = lower value. AID 651550. 360,000 compounds, 0.32% hits. activity change, % for hits at 50 µM; in the data active = activity change below about -80%; inconclusive = mostly about -51% to -80%; also: % is scaled to controls: 0 for no effect and ±100 for the full control effect
#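 Single-point screen (50 µM final compound) in Neuro2A cells stimulated 20 min with 6 nM IGF at 37 deg C. After lysis, Ser473-phosphorylated Akt read by HTRF (ex 330 nm, em 615/665 nm) as the 665/615 ratio.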
# FUS suppressor: rescues growth of FUS-expressing yeast; S. cerevisiae FUS-expressing, growth rescue, OD600, 24 h; Potency, µM (series often up to 76.6 µM), inactives show top-dose growth rescue (activation), hits mostly activators; 390,000 compounds, 0.24% hits; AID 1347120;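 also: potency is read from the fitted curve at half-maximal effect; plate controls were DMSO vehicle for no effect and reference control for full effect; nearly all actives have a fitted effect of over 55% in size; some results filed as inactive show a strong effect at the top dose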
#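 Steps: raffinose overnight preculture; dilution to OD 0.005 in 2% galactose minimal medium; compound addition (concentration series); 24hr at 30C, 99% humidity; absorbance read at 600 nm.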
# TDP-43 yeast inh: rescues yeast growth from TDP-43 toxicity | TDP-43 expressing yeast growth rescue, BacTiter-Glo, 24 h | Potency, µM (series often up to 46.1 µM), for the others: at the highest dose growth rescue (activation), usual class: activators | 410,000 compounds, 1.8% hits; also: potency is read from the fitted curve at half-maximal effect; % of control where 0% means no effect; nearly all actives have a fitted effect of over 50% in size
#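 Galactose-induced TDP-43 yeast, OD600=0.02, compound pinned; 24 hr, 30 deg C; BacTiter-Glo luminescence for growth. Inhibitors of TDP-43 toxicity read as activators.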
# GLP1R ag: activates the human GLP-1 receptor; P43220; HEK293 GLP-1R CRE-luciferase, luminescence, 4-6 h; cells express a hypersensitive GLP-1R form; Potency, µM (series often up to 45.6 µM), inactives show top-dose activation, most hits filed as activators; 380,000 compounds, 0.007% hits; AID 624172; also: potency is read from the fitted curve at half-maximal effect; % of control where 0% means no effect
# Target sequence (P43220 whole entry, looked up): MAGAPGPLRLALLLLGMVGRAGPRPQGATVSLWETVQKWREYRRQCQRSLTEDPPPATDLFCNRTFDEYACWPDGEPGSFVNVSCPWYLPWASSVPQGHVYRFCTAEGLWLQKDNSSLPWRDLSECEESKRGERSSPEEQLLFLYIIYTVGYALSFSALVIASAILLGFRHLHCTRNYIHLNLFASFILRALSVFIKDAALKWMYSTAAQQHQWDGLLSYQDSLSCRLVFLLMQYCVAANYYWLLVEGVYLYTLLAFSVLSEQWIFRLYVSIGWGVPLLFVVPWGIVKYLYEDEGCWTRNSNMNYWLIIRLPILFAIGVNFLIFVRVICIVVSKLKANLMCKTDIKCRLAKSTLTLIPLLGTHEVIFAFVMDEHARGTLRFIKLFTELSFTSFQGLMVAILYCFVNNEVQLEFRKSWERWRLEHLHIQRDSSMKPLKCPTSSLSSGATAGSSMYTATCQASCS
# GLP-1R inv ag: inverse agonists of human GLP-1 receptor. P43220. HEK293 GLP-1R CRE-luciferase, luminescence, 24 h; GLP-1R form is constitutively active. Potency, µM (top dose mostly 38.3 µM), inactives show top-dose activity change, negative = inhibition, hits mostly inhibitors. 410,000 compounds, 1.6% hits. AID 624417; also: potency is read from the fitted curve at half-maximal effect; % is scaled to controls: 0 for no effect and ±100 for the full control effect; nearly all actives have a fitted effect of over 55% in size
#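 Inverse agonists were sought by their lowering of basal cAMP reporter luciferase output in HEK293 cells stably carrying constitutively active human GLP-1R, after 24 h compound treatment.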
# aSyn rescue: rescues yeast growth from alpha-synuclein toxicity. Yeast expressing alpha-synuclein, growth rescue, BacTiter-Glo, 24 h. 370,000 compounds, 0.14% hits. AID 652106. Potency, µM (series often up to 46.1 µM), for the others: top-dose growth rescue (activation), actives largely listed as activators; also: potency is read from the fitted curve at half-maximal effect; % of control where 0% means no effect; nearly all actives have a fitted effect of over 65% in size
#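 Galactose-induced alpha-syn yeast (OD600=0.02, raffinose-pregrown) + pinned cpd, 24 hr, 30 deg C; growth by BacTiter-Glo luminescence. Growth restoration scores as activation.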
# PTHR1 ag: activates the human parathyroid hormone receptor PTHR1; Q03431; HEK293 GP2 PTHR1 cells, GloSensor cAMP luminescence, 1 h; Potency, µM (highest dose often 115 µM), for inactives: top-dose activation, actives largely listed as activators; 410,000 compounds, 0.075% hits; AID 743266; also: potency is read from the fitted curve at half-maximal effect; nearly all actives have a fitted effect of over 55% in size; some results filed as inactive show a strong effect at the top dose; inactives centre near -15; many of its hits are not listed in these tables
#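 HEK-293-derived GP2 cells expressing PTHR1 and a GloSensor cAMP reporter, 3,000/well, plated overnight, given luciferin plus IBMX (each 0.5 mM as added) for 1 h at 37 °C, then compound for 1 h at 37 °C. Luminescence was read after 15 min at room temperature.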
# Active calls of the source: *; i = inactive; ? = inconclusive; . = not tested or not shown; & = joins results of further samples; [ ] = remark or other dose. Unless noted, calls follow the shape of the dose curve; as a rule, active = well fitted curve in the direction sought with a large enough effect; inconclusive = small, poorly fitted or top-dose-only effect, or another doubt; inactive = no such curve, though single readings can be large; an effect the other way counts as inactive or inconclusive. These rows are one share of the data. The share of hits here may be higher or lower than overall.
# The line under a structure holds: Abeta yeast res | D3 antag | Akt phos inh | FUS suppressor | TDP-43 yeast inh | GLP1R ag | GLP-1R inv ag | aSyn rescue | PTHR1 ag
Cc1ccccc1C(=O)Oc1cccc2c(O)cccc12
→ 3% | 0 | i | 14% | 3% | -6% | -21% | 3% | -21%
OC(CCc1cccc(Cl)c1)c1cccs1 (stereo not given)
→ 3% | 5 | i | 11% | ? | 8% | ? | 18% | -6%
CCNc1ccc(S(=O)(=O)N(C)C)cc1NCC(=O)Nc1c(F)cccc1F
→ 9% | 46 | i | . | 12% | -2% | 12% | 3% | -6%
Cc1c(C(=O)N2CCOCC2)c(S(=O)(=O)Nc2ccc(C(C)C)cc2)c(C)n1C
→ 1% | 2 | i | 1% | -11% | 7% | -19% | 0% | i
CC1CCN(c2c(NCC3CCC(C(=O)NCc4ccccc4Cl)CC3)c(=O)c2=O)CC1 (stereo not given)
→ 5% | -11 | i | -24% | 16% | -1% | 7% | 0% | i
Cc1cccc(NC(=S)NC23CN4CN(CN(C4)C2)C3)c1C
→ -3% | -7 | i | 6% | 11% | 2% | -8% | -5% | -63%[inhibitor]
CN(C)C(CNC(=O)c1ccc(S(=O)(=O)Nc2ccccc2F)cc1)c1ccco1 (stereo not given)
→ 1% | 33 | i | . | -11% | 12% | -13% | -4% | i
CC(OC(=O)CCOc1ccccc1)C(=O)NC1CC1 (stereo not given)
→ -7% | 27 | i | 14% | -13% | -1% | -4% | 2% | i
NC(=O)c1ccsc1NC(=O)C1CCCN1S(=O)(=O)c1ccc(Cl)cc1 (stereo not given)
→ -1% | 19 | i | 26% | 8% | -7% | 8% | 8% | i
O=C1CN(CN2CCCCC2)C(=O)CN1CN1CCCCC1
→ -3% | 23 | i | -21% | 21% | 4% | 24% | 2% | i
Cc1ccc2cc(C)c(N3CCN(c4ccccn4)CC3)nc2c1
→ -4% | 12 | i | -15% | 7% | 24% | ? | -1% | i
COc1ccc(CC(N)c2csc(NC(=O)c3ccc(OC)cc3)n2)cc1 (stereo not given)
→ -22% | -8 | i | 28% | -5% | -4% | ? | -4% | -50%[inhibitor]
CC(C)Cn1nc(NC(=O)C2CCCO2)c2cc3ccccc3nc21 (stereo not given)
→ 5% | 8 | i | 10% | 23% | 23% | -29% | 1% | i
CC(C)c1ccc(Nc2nnc(SC3CCOC3=O)s2)cc1 (stereo not given)
→ 4% | 0 | i | 12% | ? | 4% | -31% | -5% | -44%[inhibitor]
COc1ccc(C(=O)NNC(=O)COC(=O)c2sccc2C)cc1
→ -12% | -9 | i | -17% | -7% | 3% | 8% | -1% | i
CC(C(=O)Nc1ccccc1Br)c1ccc([N+](=O)[O-])cc1 (stereo not given)
→ -8% | -6 | i | -24% | 10% | -2% | ? | 7% | -8%
COc1cccc(/C(C)=N/NC(=O)c2cc(-c3cccnc3)nc3ccccc23)c1
→ -14% | 21 | i | -25% | 5% | -9% | 5% | -4% | -20%
COC(=O)C1=C(C(=O)OC)[C@@H]2N(C)c3ccc(OC)cc3[C@@]23C[C@@H](C(=O)OC)N(C(=O)COCc2ccccc2)C3=N1
→ 4% | -1 | i | 19% | -8% | -5% | -1% | 2% | -11%
Cc1ccc(C)c2c1CCCC2=O
→ -3% | 0 | i | -8% | -10% | -5% | 15% | -13% | 2%
O=C1CN(C(=O)c2cc3ccccc3oc2=O)C(c2ccccc2)c2cc(F)ccc2N1 (stereo not given)
→ -18% | 2 | i | 16% | 9% | 0% | -8% | -4% | i
CCc1ccc(N2CC(c3nnc(NC(=O)c4ccco4)s3)CC2=O)cc1 (stereo not given)
→ -3% | . | . | -3% | 0%[9.22 µM] | . | -6% | . | -2%
COc1ccc(C2CC(C(F)(F)F)n3nc(C(=O)O)cc3N2)cc1 (stereo not given)
→ 4% | -12 | i | 4% | -4% | -1% | 28% | -4% | i
CSCC[C@H](NC(=O)C1CCN(S(=O)(=O)c2ccc(C)cc2)CC1)C(=O)NC1CCS(=O)(=O)C1 (stereo not given in full)
→ ? | 0 | i | 5% | -5% | 5% | 8% | -1% | -5%
COc1ccccc1NC(=O)C1=C(C)Nc2nc(-c3ccco3)nn2C1c1ccccc1 (stereo not given)
→ -2% | . | . | 1% | ? | . | -14% | . | i
COC(=O)c1c(S(=O)(=O)NCc2ccccc2)sc(C(=O)O)c1C
→ -4% | -24 | i | 0% | 6% | 4% | 1% | 4% | -6%[57.5 µM]
CC(C)N1CCC(N2CCN(CCCc3ccccc3)CC2CCO)CC1 (stereo not given)
→ ? | 6 | i | 23% | 0% | 0% | ? | -4% | i
CCc1nc(SCC(=O)c2ccccc2)c2ccccc2n1
→ -1% | 19 | i | 36% | 26% | 32% | 7% | -9% | i
Cc1ccc(-c2nc(C(F)(F)F)cc(=O)[nH]2)cc1
→ -13% | 4 | i | -23% | 8% | -4% | 6% | -13% | i
CCN(C[C@H]1N[C@@](Cc2ccccc2)(C(=O)OC)[C@H]2C(=O)N(Cc3ccccc3)C(=O)[C@@H]12)C(=O)NC(C)C
→ -9% | 19 | i | 15% | 16% | 0% | 4% | -13% | i
CCOc1ccccc1NC(=O)Cn1c(=O)n(Cc2nc(C)no2)c(=O)c2ccccc21
→ -11% | . | . | -16% | 16% | . | 1% | . | ?
CC(C)CNc1ncnc2c1ncn2[C@H]1CN(CCN2CCOCC2)C[C@@H](CO)O1
→ -1% | 13 | i | -10% | 14% | 0% | -14% | 0% | i
COc1cccc(NC(=O)Nc2ccc3nc(C)c(C)nc3c2)c1
→ 3% | 47 | i | 31% | . | 1% | 5% | -11% | -12%
Cc1ccc(S(=O)(=O)N(C)C)cc1NC(=O)COC(=O)c1ccc2c(=O)n3c(nc2c1)CCC3
→ -3% | -2 | i | 8% | 19% | 8% | 9% | -1% | i
CCCNC(=O)CS(=O)(=O)c1ccccc1
→ -2% | 11 | i | -18% | 4% | -1% | 7% | -1% | i
COc1cc(C(=O)NCC(=O)N/N=C/c2ccc(-c3ccc([N+](=O)[O-])cc3)o2)cc(OC)c1OC
→ 6% | 9 | i | 12% | -14% | 14% | -10% | 1% | i
COC(=O)c1nnn(CC(=O)NC(=O)Nc2ccccc2)c1C(=O)OC
→ -9% | 7 | i | 10% | 4% | 1% | -10% | 0% | -7%
O=c1oc(-c2cccc(C(F)(F)F)c2)nn1-c1ccc(C(F)(F)F)cn1
→ -13% | -2 | i | 4% | 24% | 0% | 12% | -5% | i
COC(=O)c1cc(Br)c(=O)n(Cc2ccc(OC)c(OC)c2)c1
→ 8% | 24 | i | 9% | -3% | 13% | 54%[activator] | 3% | -10%[57.5 µM]
COc1ccc(N=C2SC(C(=O)Nc3ccc4c(c3)OCO4)CC(=O)N2C)cc1 (stereo not given)
→ 0%&-5% | 5&12 | i | -23%&-6% | -10%&1% | 14%&22% | ? | 0%&-9% | i
Cc1c(N(C)S(=O)(=O)c2cccc(C(=O)NC(C)C)c2)c(=O)n(-c2ccccc2)n1C
→ -19% | 0 | i | 19% | -20% | 0% | 11% | 0% | i

# Results in TDP-43 yeast inh and aSyn rescue, for some of the entries so far:
canonical_smiles,TDP-43 yeast inh,aSyn rescue
CCNc1ccc(S(=O)(=O)N(C)C)cc1NCC(=O)Nc1c(F)cccc1F,12%,3%
COC(=O)c1c(S(=O)(=O)NCc2ccccc2)sc(C(=O)O)c1C,6%,4%

# Some of these compounds in order of number of heavy atoms, highest first:
# The line under a structure holds: Abeta yeast res | D3 antag | Akt phos inh | FUS suppressor | TDP-43 yeast inh | GLP1R ag | GLP-1R inv ag | aSyn rescue | PTHR1 ag
COc1ccccc1NC(=O)C1=C(C)Nc2nc(-c3ccco3)nn2C1c1ccccc1 (stereo not given)
→ -2% | . | . | 1% | ? | . | -14% | . | i
CC(C)CNc1ncnc2c1ncn2[C@H]1CN(CCN2CCOCC2)C[C@@H](CO)O1
→ -1% | 13 | i | -10% | 14% | 0% | -14% | 0% | i
COc1ccc(N=C2SC(C(=O)Nc3ccc4c(c3)OCO4)CC(=O)N2C)cc1 (stereo not given)
→ 0%&-5% | 5&12 | i | -23%&-6% | -10%&1% | 14%&22% | ? | 0%&-9% | i

# Carrying on:
# The line under a structure holds: Abeta yeast res | D3 antag | Akt phos inh | FUS suppressor | TDP-43 yeast inh | GLP1R ag | GLP-1R inv ag | aSyn rescue | PTHR1 ag
CCc1ccc(N2CCN(C(=O)c3ccc(OC)c(OC)c3)CC2)cc1
→ 1% | 13 | i | 14% | 22% | 6% | -7% | 2% | -37%[inhibitor]
COC(=O)CSc1nnc(Cc2cc(=O)[nH]c(=O)[nH]2)n1-c1cccc(OC)c1
→ 5% | -2 | i | 20% | -7% | -2% | 3% | -2% | -6%
C[C@H]1CN([C@@H](C)CO)C(=O)CCCn2cc(nn2)CO[C@@H]1CN(C)C(=O)Nc1ccc(C(C)(C)C)cc1
→ 2% | -1 | i | 32% | 0% | 2% | -6% | 0% | -9%
Cc1ccc(C)n1NC(=O)c1cccc(Cl)c1
→ -10% | -21 | i | ? | 4% | -13% | -22% | -3% | i
Cc1cc(NC(=O)c2c(F)cccc2F)n(-c2nc3ccccc3[nH]2)n1
→ -13% | -96* | i | 3% | ? | -14% | ? | -1% | -90%[inhibitor]
C=CCn1c(C(C)NC(=O)c2ccccc2)n[nH]c1=S (stereo not given)
→ -21% | ? | i | 20% | -25% | 0% | 0% | -7% | -5%[57.5 µM]
O=C(NC(=S)Nn1cnnc1)c1cccc(Br)c1
→ -14% | -13 | i | 20% | 8% | -10% | 3% | -2% | -4%

# Screening data deposited in PubChem by National Center for Advancing Translational Sciences (NCATS).
